Assay outcomes as filed in PubChem BioAssay.
Lipid droplet: inhibitors of hepatocyte lipid droplet formation, primary screen, imaging, high-throughput imaging, BODIPY stain | AML12 mouse hepatocytes, oleate lipid droplets | inhibition, % at 6.5 µM | hit rate 0.4% among 240,000 | AID 1656, 2009;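 active = lipid droplet intensity inhibited by at least 50%, with more than 500 cells counted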
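Assay system: AML12 mouse liver cells | Compound: 6.5 µM single-point dosing | Schedule: Overnight exposure | Technique: Fluorescence imaging, 20x objective, two fields per well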
UTI89 phage lysis: inhibition of K1F phage lysis, E. coli UTI89, bacterial capsule biogenesis inhibitors, alamar blue (AID 488966); E. coli UTI89 K1F phage lysis, alamar blue, 2 h; higher % means a stronger effect; inhibition, % at 100 µM; hits with a dose series show IC50 in µM; hit rate 0.02% among 340,000;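 active = phage lysis inhibition, versus mean bacterial control, above a set limit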;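 also: capsule biogenesis inhibitors block K1F phage lysis so surviving cells raise fluorescence; higher fluorescence means more inhibition of phage lysis; actives were called in the ten point dose series up to 300 µM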
PMI inhibition: human PMI inhibitors, high substrate, primary screen, biochemical, fluorescence intensity, high mannose 6-phosphate (AID 1220) | recombinant PMI enzyme, coupled fluorescence intensity; higher % means a stronger effect | one-dose inhibition, % at 20 µM; IC50 in µM for titrated hits | hit rate 0.66% among 190,000
XIAP displacement: XIAP antagonists, biochemical, IAP family, fluorescence polarization (AID 1018) | XIAP BIR domain, fluorescence polarization peptide displacement; higher % means a stronger effect | E3 ubiquitin-protein ligase XIAP (Homo sapiens) | displacement, % at 20 µM, or IC50 in µM where a hit was titrated | hit rate 0.007% among 200,000; in the data active = displacement above about 50%; also: a part of the inactive calls stands beside numbers as strong as those of hits
SIAH1 antagonists: Siah-1 peptide-binding antagonists, primary screen, biochemical, fluorescence polarization, rhodamine-plectin, uHTS (AID 1817); Siah-1 / rhodamine-plectin peptide fluorescence polarization; higher % means a stronger effect; displacement, % at 20 µM, or IC50 in µM where a hit was titrated; hit rate 0.02% among 290,000;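 active = displacement of at least 50% at 20 µM, with a fluorescence ratio check between 0.3 and a set limit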;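 also: plate controls were Siah plus tracer with DMSO for no effect and tracer alone without Siah for full effect; strong numbers were not always called active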
P. falciparum M17LAP: P. falciparum M17LAP inhibitors, primary screen, biochemical, fluorogenic H-Leu-NHMec substrate, 1536-well (AID 1619); Leucine aminopeptidase (Plasmodium falciparum (isolate 3D7)); recombinant M17LAP, H-Leu-NHMec fluorogenic kinetic assay; higher % means a stronger effect; inhibition, % at 30 µM; hits with a dose series show IC50 in µM; hit rate 0.38% among 220,000;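 active = compound inhibiting the enzyme by more than half at any dose during confirmatory dose-response retesting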;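 also: plate controls were full reaction with DMSO carrier for no effect and no enzyme background for full effect; strong numbers were not always called active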
TNAP activators: human TNAP enzyme activators, primary screen, biochemical, luminescent, no phosphate acceptor, uHTS (AID 1001); purified TNAP, luminescent activation assay, no phosphate acceptor; higher activation fold means a stronger effect; activation fold at 20 µM; hits with a dose series show EC50 in µM; hit rate 0.03% among 200,000; in the data active = activation fold from about 3, or a potency from the dose series; inactive = the rest, 99 in 100 with activation fold below about 1.6; also: many of its hits are not listed in these tables
human PMI inhibition: inhibitors of human PMI, primary screen, biochemical, fluorescence intensity, coupled assay (AID 1209) | Mannose-6-phosphate isomerase (Homo sapiens) | purified PMI enzyme, coupled fluorescence intensity; higher % means a stronger effect | one-dose inhibition, % at 20 µM; IC50 in µM for titrated hits | hit rate 0.42% among 190,000;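 also: plate controls were DMSO vehicle for no effect and wells lacking substrate for full effect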
P. falciparum M1AAP: P. falciparum M1AAP inhibitors, biochemical, fluorogenic H-Leu-NHMec substrate, 1536-well (AID 1445); recombinant M1AAP, H-Leu-NHMec fluorogenic kinetic assay; higher % means a stronger effect; hit rate 0.42% among 220,000; inhibition, % at 30 µM, or IC50 in µM where a hit was titrated; Aminopeptidase N (Plasmodium falciparum (isolate 3D7));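 active = primary inhibition above the hit cutoff, then over 50% inhibition at one or more dose response concentrations, cut at about 23% in these data, passing the limit was not always enough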;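 also: plate controls were DMSO full reaction for no effect and no enzyme background for full effect; strong numbers were not always called active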
Lipid droplet cells 6.5 µM: second read-out of Lipid droplet, no call of its own (marks repeat the call); cell count; measured here: cell count, cytotoxicity flag;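 cells counted across two imaged fields per well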
* hit, by the source's call; / = no result given; & = joins results of further samples; [ ] = dose if it differs, or a comment. Rule as the data show it, unless noted: active = inhibition above about 50%; inactive = the rest.

Every second line gives: Lipid droplet	Lipid droplet cells 6.5 µM	UTI89 phage lysis	PMI inhibition	XIAP displacement	SIAH1 antagonists	P. falciparum M17LAP	TNAP activators	human PMI inhibition	P. falciparum M1AAP
- CC(C)C(NC(=O)c1ccccc1NC(=O)c1ccco1)C(=O)O (stereo not given)
 : -2	646	0.0%	11%	-2.3%	6%	7%	1.2	14%	3%
- O=C(O)Cc1csc(-c2cccc(Oc3ccccc3)c2)n1
 : -6	712	0.0%&-0.1%	/	/	7%	12%&2%	/	/	0%&0%
- O=C(O)C1CC(O)CN1C(=S)Nc1ccccc1 (stereo not given)
 : 10	715	0.8%	-11%	11%	-1%	15%	1	-2%	15%
- COc1ccc(CN=Nc2cc(C)nc(NS(=O)(=O)c3ccccc3Cl)n2)cc1
 : 6	682	/	-9%	-16%	-1%	5%	1.1	-12%	4%
- Cc1cc(C)c(C#N)c(SCC(=O)c2ccccc2)n1
 : 19	668	0.0%	4%	-4.8%	1%	/	1.1	9%	/
- COc1cccc(N2CCN(C(=O)c3cccnc3)CC2)c1
 : 11	737	-1.0%	0%	-4.7%	-7%	4%	1.1	4%	-8%
- CCCn1c(C)cc(/C=C(\C#N)C(=O)OCC(=O)NC(=O)NCC)c1C
 : 13	810	-0.1%	17%	-3.8%	1%	2%	1	18%	8%
- C/C(=N/NC(=O)c1sc(NS(=O)(=O)c2ccc(C)cc2)nc1C)c1sc(N)nc1C
 : 1	683	0.7%	1%	-7.1%	2%	40%	1	-12%	23%
- O=C(c1ccccc1)c1ccc2c(c1)OCCOCCOCCO2
 : -6	743	-2.4%	/	/	2%	0%	/	/	0%
- CCOc1ccc(CN(C)CC(=O)Nc2cccc(S(=O)(=O)N(C)c3ccccc3)c2)cc1
 : -9	671	0.2%	9%	-4.4%	8%	-7%	1.1	4%	3%
- CCOC(=O)c1cc(-c2csc(Nc3ccccc3Cl)n2)on1
 : 1	713	-0.8%	/	/	1%	2%	/	/	2%
- CCOc1ccccc1/C=N/NC(=O)c1cccc(S(=O)(=O)N2CCOCC2)c1
 : -13	647	0.4%	-10%	-6.2%	-2%	-4%	1	2%	1%
- CC1CCc2cc(F)ccc2N1C(=O)CN1C(=O)c2ccccc2C1=O (stereo not given)
 : -9	712	1.2%	13%	-5.6%	0%	-3%	1.1	19%	0%
- Cn1nc(C(=O)Nc2ccc(S(=O)(=O)NCc3ccco3)cc2)c2ccccc2c1=O
 : 1	739	/	/	/	-1%	5%	/	/	4%
- O=C(Nc1cc(C(F)(F)F)ccc1N1CCOCC1)c1cccs1
 : 13	796	-1.1%	8%	-12%	1%	3%	1.1	10%	8%
- O=C(CSc1ccc(Cl)cc1)NC1CCCC1
 : /	/	0.1%	-2%	-1.7%	2%	4%	1.1	-2%	5%
- CCOC(=O)c1cc2ccc(OC)cc2oc1=O
 : /	/	-0.4%	-4%	-2.7%	4%	-217%	1.1	1%	12%
- COC(=O)/C(=C\Nc1ccc(Cl)cc1Cl)NC(=O)c1ccccc1
 : 8	758	-0.7%	9%	-6.3%	3%	1%	1.1	14%	10%
- CCCC(c1nnnn1C1CCCCC1)N1CCN(c2ncccn2)CC1 (stereo not given)
 : /	/	0.1%	-12%	-4.5%	2%	16%	1.1	4%	2%
- Cc1ccc2c(c1)N(CC(=O)N1CCN(c3nc4ccccc4s3)CC1)C(=O)C(C)O2 (stereo not given)
 : -16	775	4.0%	1%	0.6%	1%	-10%	1.1	8%	7%

Reprinted at random: 2 entries already listed
Every second line gives: Lipid droplet	Lipid droplet cells 6.5 µM	UTI89 phage lysis	PMI inhibition	XIAP displacement	SIAH1 antagonists	P. falciparum M17LAP	TNAP activators	human PMI inhibition	P. falciparum M1AAP
- CCOC(=O)c1cc(-c2csc(Nc3ccccc3Cl)n2)on1
 : 1	713	-0.8%	/	/	1%	2%	/	/	2%
- COC(=O)/C(=C\Nc1ccc(Cl)cc1Cl)NC(=O)c1ccccc1
 : 8	758	-0.7%	9%	-6.3%	3%	1%	1.1	14%	10%

More entries follow.
Every second line gives: Lipid droplet	Lipid droplet cells 6.5 µM	UTI89 phage lysis	PMI inhibition	XIAP displacement	SIAH1 antagonists	P. falciparum M17LAP	TNAP activators	human PMI inhibition	P. falciparum M1AAP
- COc1cccc2cc3c(=O)oc4ccccc4c3nc12
 : /	/	0.7%	16%	-2.5%	-1%	-6%	1.1	14%	-5%
- COc1ccc(C2CC(=O)c3sc(NC(C)=O)nc3C2)cc1 (stereo not given)
 : 29	791	0.8%[50 µM]	16%	0.6%	9%	-1%	1.1	3%	-2%
- CCn1c(SCC(=O)O)nnc1-c1ccc2[nH]c(C)c(C)c2c1
 : 6	792	2.2%	-31%	-5.5%	-7%	14%	1	-47%	2%
- COc1cc2nc(C3CCC3)n(NC(=O)c3ccco3)c(=O)c2cc1OC
 : -3	678	0.3%	/	-8.5%	-3%	5%	1	/	11%
- CCOc1ccc(NC(=O)CN2CCN(CC(=O)Nc3ccc4c(c3)OCO4)CC2)cc1
 : 6	803	0.2%	2%	2.8%	1%	13%	1.1	7%	2%
- CCc1ccc(CNCc2ccc(F)cc2)cc1
 : -7	712	6.9%	-9%	1.3%	8%	4%	1.1	-9%	1%
- CC(=O)c1ccc(NC(=O)CSc2ccsc2[N+](=O)[O-])cc1
 : -4	699	0.6%	6%	1.1%	53%	11%	1.1	1%	1%
- CC(C)NC(=O)c1ccc2c(=O)n(C3CCCC3)c(=S)[nH]c2c1
 : /	/	0.1%	-3%	0.9%	1%	-8%	1	-2%	-1%
- CCCOC(=O)Nc1ccc(C(N)=O)cc1
 : /	/	1.0%	1%	-20%	0%	13%	1	4%	9%
- O=C(NNC(=O)c1ccncc1)Nc1cccc([N+](=O)[O-])c1
 : 10	671	-1.6%	10%	3.3%	12%	-2%	1	6%	0%
- COc1ccc(OC)c(C2=C/C(=C/c3ccccn3)C(=O)O2)c1
 : 15	757	0.2%	23%	2.0%	-5%	6%	1.1	2%	13%
- O=C(CN(c1ccccn1)S(=O)(=O)c1ccc(F)cc1)Nc1ccc(F)cc1F
 : -4	693	0.5%	-12%	-4.6%	1%	-14%	1.2	-5%	5%
- CC(=O)c1ccc(O)c(CC=C(C)C)c1
 : -10	725	-1.4%	/	/	4%	0%	/	/	4%
- CCOc1ccccc1N1CC(C(=O)N2CCc3ccccc3C2)CC1=O (stereo not given)
 : -3	740	0.6%	2%	-0.4%	0%	14%	1.1	-1%	8%
- O=C(C1CCCN(S(=O)(=O)c2ccccc2)C1)N1CCCc2ccccc21 (stereo not given)
 : -5	724	-1.5%	0%	-6.8%	2%	1%	1	-3%	5%
- O=C1c2[nH]nc(-c3ccccc3O)c2C(c2ccccc2)N1Cc1ccco1 (stereo not given)
 : -4	627	2.8%	18%	-5.6%	2%	-3%	2	19%	11%
- O=C(c1ccc(Cl)cc1)[C@@H]1[C@@H]2C(=O)N(c3cccc4ccccc34)C(=O)[C@@H]2C2c3ccccc3C=NN21 (stereo not given in full)
 : -22	639	0.2%	14%	-6.6%	-4%	3%	1	16%	3%
- COc1ccc(-c2cc3nc4c(c(N5CCC6(CC5)OCCO6)n3n2)CCC4)cc1
 : -6	706	-0.2%	5%	-2.5%	10%	/	1.1	11%	/
- COc1ccc2c(c1)c(=O)cc(-c1ccccc1)n2C
 : -9	729	1.2%	-7%	-6.5%	11%	0%	1.1	-4%	1%
- Cc1nn(C)c(C(=O)N2CCN(C(=O)c3ccco3)CC2)c1[N+](=O)[O-]
 : -16	713	2.6%	-4%	-2.2%	-1%	-11%	1.1	-6%	-3%
- Cc1nc2cc(C(=O)OCC(=O)Nc3cccc(Cl)c3)ccc2n1-c1ccccc1
 : 6	663	4.2%	13%	-8.4%	0%	-10%	1.1	17%	15%
- O=C1CN(S(=O)(=O)c2ccc(Cl)cc2C(F)(F)F)CCN1
 : 6	697	0.4%	3%	-2.9%	14%	-1%	1.2	3%	-4%
- Cc1noc(C)c1S(=O)(=O)N(CC(=O)O)c1ccc2c(c1)OCO2
 : /	/	0.0%	13%	-6.5%	1%	10%	1.1	5%	-1%
- COC(=O)[C@@H]1CC[C@H](C)[C@@H](c2ccc(C)cc2)N1C(=O)c1ccc(/C=N/O[C@@H](C)CN2CCCCc3nc(C)c(C)cc32)cc1
 : -7	694	/	4%	-6.9%	-3%	-18%	1	4%	6%
- O=C(CCSCCC(=O)NCCN1CCOCC1)NCCN1CCOCC1
 : -5	765	-0.1%	-4%	-2.8%	-1%	-2%	1.1	-4%	3%
- CC(=O)C1=NN(c2ccccc2)C(c2ccc3c(c2)OCO3)N1c1ccccc1 (stereo not given)
 : -12	638	0.2%	17%	-7.4%	1%	-13%	1	19%	4%
- CN(C)S(=O)(=O)N1CCc2ccccc2C1
 : /	/	0.3%	7%	-2.9%	0%	-7%	1.1	6%	13%
- COc1ccc2nc(N/C(N)=N/C(=S)Nc3ccc(C)c(C)c3)nc(C)c2c1
 : -1	701	/	6%	-6.1%	0%	-6%	1.4	16%	6%
- COc1ccc(NCc2nnc(SCC(=O)N3CCCc4ccccc43)n2C)cc1
 : /	/	0.1%	7%	-4.8%	-2%	4%	1.1	-3%	8%
- CCOC(=O)c1c(NC(=S)N2CCCCC2)sc2c1CCN(C(=O)OCC)C2
 : 24	669	/	/	/	5%	3%	/	/	5%
- COc1ccccc1NC(=O)CCSc1ccc(C)cc1
 : -5	690	3.5%	-5%	-4.0%	5%	11%	1	7%	2%
- CCOC(=O)CNC(=O)CSc1ncnc2c1nnn2-c1ccc(F)cc1
 : 17	735	0.3%	-10%	-4.3%	2%	3%	1	-8%	0%
- CCOC(=O)c1[nH]c2ccc(Cl)cc2c1NC(=O)c1nonc1C
 : /	/	-0.2%	7%	-10%	6%	9%	1.1	42%	1%
- NC(=O)COC(=O)c1c2c(nc3ccccc13)CCCC2
 : 24	676	0.2%	-3%	-6.6%	1%	-3%	1	-9%	2%
- Nc1c(C(=O)NCc2ccccc2)c2nc3ccccc3nc2n1-c1ccc2c(c1)OCO2
 : 25	625	-0.2%	22%	-9.1%	-10%	6%	1.3	29%	1%
- Cc1ccc2[nH]c3c(c2c1)CN(C(=O)CN1CCCCC1)CC3
 : -7	697	/	/	/	-1%	9%	/	/	7%
- COc1ccc(COCC(O)CN2CCOCC2)cc1OC (stereo not given)
 : /	/	0.3%	2%	-5.1%	4%	-1%	1.1	-4%	-8%
- Cc1ccc(-c2nnn(CC(=O)Nc3ccc(S(=O)(=O)N4CCC(C)CC4)cc3)n2)cc1
 : /	/	0.0%	-12%	-8.1%	0%	2%	1	-16%	0%
- CCOC(=O)c1c(NC(=O)C(=O)N/N=C/c2ccc(OCC)cc2)sc2c1CCCCC2
 : -6	470	0.1%	-2%	0.3%	4%	6%	1.9	14%	8%
- S=c1[nH]nc(-c2ccc3ccccc3n2)n1-c1ccccc1
 : 2	665	2.3%	1%	-0.8%	0%	0%	1.1	4%	8%
